Compound activity as filed in PubChem.
PTAP TSG101 blk: blocks PTAP/TSG101 interaction to inhibit HIV-1 budding; Q99816; Fluorescence polarization, FITC-PTAP peptide / Tsg101 binding; Potency, µM (top dose mostly 115 µM), without a hit: top-dose activity change, negative = inhibition, most hits filed as inhibitors; 340,000 tested, under 10 active; AID 493005; active means well fitted inhibition curve with a large enough effect in the main read-out, with a control signal flat, not every such curve was filed as active; inconclusive means small, poorly fitted or top-dose-only effect, or effect the other way, or a change in a side signal; inactive means no such curve, though single readings can be large or run the other way; further: potency means the concentration at half of the fitted maximal effect; % of control where 0% means no effect
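Compounds were pin-transferred onto Tsg101 binding domain (10 uM final) in HEPES pH 7.5 buffer, then FITC-PTAP peptide was added at 50 nM final. After 20 min at RT, polarization reported peptide displacement across a qHTS concentration series.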
a7 integrin act: integrin-mediated muscular dystrophy alleviation activation | alpha7betagal myoblasts, beta-gal FDG fluorescence, 48 h | Potency, µM (highest dose often 38.3 µM), without a hit: top-dose activation, actives largely listed as activators | 0.064% of 350,000 active;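 further: potency means the concentration at half of the fitted maximal effect; 100% = response of the positive control SU9516; nearly all actives have a fitted effect of over 60% in size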
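Alpha7betagal+/- myoblasts (passage 13) were plated 16-24 hr, then exposed to compounds (1:260 dilution of DMSO stock) for 48 hours at 37C. After MPER lysis, β-galactosidase reporter activity was read as FDG fluorescence (ex 480/em 540) after 30 minutes.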
A-T KAP1 phos: candidate therapy for ataxia-telangiectasia; 0.19% of 320,000 active; […] A-T fibroblasts, KAP-1 phosphorylation AlphaLISA; neocarzinostatin DNA damage 30 min before lysis; AID 485349; Potency, µM (series often up to 57.5 µM), for the others: top-dose activation, usual class: activators; further: potency means the concentration at half of the fitted maximal effect; % of control where 0% means no effect; nearly all actives have a fitted effect of over 45% in size
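ATM-like activity read as KAP-1 phosphorylation via AlphaLISA donor/acceptor antibody pairs after lysis and 6 hr at 25C. Cells were ATM-null patient fibroblasts ([…], hTERT), dosed 60 min, then exposed to the DSB inducer NCS for 30 min.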
Eya2 inh: inhibitors of human Eya2 phosphatase activity. 0.006% of 330,000 active. O00167. recombinant Eya2, OMFP fluorescence dephosphorylation (OMFP is methylfluorescein phosphate). Potency, µM (titrated, usually from 76.9 µM), inactives show at the top dose activity, negative = inhibition, most hits filed as inhibitors; further: potency means the concentration at half of the fitted maximal effect; on the % scale 0 is the no-effect control and ±100 the full control effect
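Eya2 protein (added as 0.2 uM solution) was preincubated with compound for 10 min at ambient temperature in 50 mM HEPES pH 7.5, 50 mM NaCl, 5 uM MgCl2, 0.05% BSA, 1 mM DTT. OMFP (added at 50 uM) then reacted 10 min; fluorescence read at 485/525 nm.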
TSHR antag: human thyrotropin receptor antagonism; P16473; TSHR-expressing cells, TSH-stimulated cAMP HTRF, 2 h; stronger effect = lower value; activity change, negative = inhibition, % at 11.5 µM; 0.2% of 330,000 active;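 active means activity change below a set negative limit, meaning inhibition stronger than a set level, cut at about -70% in these data; inconclusive means activity change between two set negative limits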; further: on the % scale 0 is the no-effect control and ±100 the full control effect
Target sequence (P16473 whole entry, looked up): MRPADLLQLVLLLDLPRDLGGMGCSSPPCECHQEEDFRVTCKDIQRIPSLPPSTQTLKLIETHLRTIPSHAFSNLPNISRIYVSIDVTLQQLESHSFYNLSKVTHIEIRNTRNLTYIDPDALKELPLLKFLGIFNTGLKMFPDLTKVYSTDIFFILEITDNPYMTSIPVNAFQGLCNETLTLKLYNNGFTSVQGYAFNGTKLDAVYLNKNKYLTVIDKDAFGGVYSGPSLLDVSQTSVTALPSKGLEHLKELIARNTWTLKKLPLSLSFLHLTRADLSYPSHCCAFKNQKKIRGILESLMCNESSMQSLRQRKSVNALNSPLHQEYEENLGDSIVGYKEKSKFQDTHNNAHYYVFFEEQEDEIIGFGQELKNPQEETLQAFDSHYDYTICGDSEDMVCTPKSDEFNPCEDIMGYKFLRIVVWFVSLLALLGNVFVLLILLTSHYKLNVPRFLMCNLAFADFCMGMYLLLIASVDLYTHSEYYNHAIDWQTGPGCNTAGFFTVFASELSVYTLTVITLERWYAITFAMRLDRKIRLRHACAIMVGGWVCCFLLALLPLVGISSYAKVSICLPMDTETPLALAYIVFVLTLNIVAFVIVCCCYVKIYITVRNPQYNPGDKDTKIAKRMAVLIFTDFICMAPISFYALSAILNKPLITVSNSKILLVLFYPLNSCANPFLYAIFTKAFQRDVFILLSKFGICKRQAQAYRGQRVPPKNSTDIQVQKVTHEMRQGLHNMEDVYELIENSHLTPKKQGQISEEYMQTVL
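TSHR-expressing cells, 200/well, pre-treated with compound, then stimulated with EC80 TSH (4nM final) for 2 hours at 37 deg C. cAMP measured by competitive HTRF: anti-cAMP cryptate antibody in lysis buffer plus cAMP-d2, read after 30 minutes at room temperature.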
Tb PFK block: inhibitors of T. brucei phosphofructokinase; O15648; T. brucei PFK, ADP-Glo luminescence; Potency, µM (top dose mostly 57.5 µM), for inactives: at the top dose activity, negative = inhibition, usual class: inhibitors; 0.17% of 330,000 active;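 further: potency means the concentration at half of the fitted maximal effect; 0% = uninhibited 1x PFK enzyme wells and -100% = no-enzyme wells; nearly all actives have a fitted effect of over 60% in size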
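Activity is normalized to no-enzyme wells (full inhibition) and 1.25 nM enzyme wells (no inhibition). Reaction: 0.5 mM F6P, 0.1 mM ATP, 45 min RT, ADP-Glo luminescence; concentration-response curves fitted and classed by quality.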
Chronic BCR inh: blocks chronic active B-cell receptor signaling; ABC-DLBCL IkBa-CBG/CBR reporter, luminescence ratio, 4 h; Potency, µM (titrated, usually from 46.1 µM), inactives show at the top dose ratio change, negative = lower green/red ratio, hits mostly inhibitors; 0.05% of 340,000 active; AID 493014; active means well fitted inhibition curve with a large enough effect in the signal ratio, with a control signal flat, not every such curve was filed as active; inconclusive means small, poorly fitted or top-dose-only effect, or effect the other way, or a change in a side signal; the % refers to the signal ratio;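 further: potency means the concentration at half of the fitted maximal effect; plate controls were basal doxycycline-induced cells for no effect and cells given 10 µM MG132 for full effect; MG132 reads +100%, hits lower the ratio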
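Cell line TMD8 (human ABC DLBCL), stably expressing tet-inducible CBG68-IkBa fusion and CBR; IMDM/0.5% FBS; cpd up to 46 uM; dox induction, 4 h, 37C/5% CO2; dual luminescence; green/red ratio; MG132 control.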
Mito fusion yeast: mitochondrial division inhibition or fusion activation. S. cerevisiae fusion-defective mutant growth rescue, CellTiterGlo 48 h. Potency, µM (doses to about 46.1 µM), for inactives: at the top dose growth rescue (activation), hits mostly activators. 0.23% of 320,000 active. AID 485298;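 further: potency means the concentration at half of the fitted maximal effect; % of control where 0% means no effect; nearly all actives have a fitted effect of over 45% in size; temperature-sensitive fusion mutants such as fzo1-1 at 37 °C on non-fermentable ethanol glycerol medium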
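Temperature-sensitive fusion-defective S. cerevisiae (e.g. fzo1-1, mgm1-5) were grown with compound in YPEG medium (3% ethanol, 3% glycerol) for 48 hours at 37C. Growth rescue was measured as viability by CellTiterGlo luminescence after 10 minutes at ambient.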
ASM inhibitor: inhibitors of human secretory acid sphingomyelinase. P17405. 0.006% of 340,000 active. Potency, µM (top dose mostly 57.5 µM), for inactives: at the highest dose activity change, negative = inhibition, usual class: inhibitors. placental ASM, HMU-PC fluorogenic substrate, 60 min; further: potency means the concentration at half of the fitted maximal effect
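Steps: dispense placental human ASM, pin compound, wait 10 min at room temperature, add HMU-PC0 substrate at 9 uM final, incubate 60 min at 37 °C, add stop solution raising pH to 10, read fluorescence.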
TCR activator: activates T cell receptor signaling; 330,000 tested, under 10 active; AID 504894; Potency, µM (highest dose often 9.22 µM), for the others: at the top dose activation of IL-2 secretion, actives largely listed as activators; primary human leukocytes, anti-CD3, IL-2 HTRF, 48 h; further: % of control where 0% means no effect
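Human primary leukocytes + a-CD3 beads + cpd, 48 hr; IL-2 in supernatant by HTRF (ex 320nm / em 665nm). No co-stimulatory signal supplied.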
ELG1 repair inh: inhibitors of ELG1-dependent DNA repair in HEK293T cells; AID 504467; Potency, µM (titrated, usually from 46.1 µM), without a hit: at the highest dose activity change, negative = inhibition, hits mostly inhibitors; 2.3% of 330,000 active; HEK293T ELG1-luciferase reporter, luminescence, 16 h; DNA damage induced by 5-fluorouridine; further: potency means the concentration at half of the fitted maximal effect; on the % scale 0 is the no-effect control and ±100 the full control effect; nearly all actives have a fitted effect of over 55% in size
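Step one: seed 2,000 cells per well. Step two: pin-transfer compound or DMSO alongside 5-fluorouridine. Step three: incubate 16 hr, 37 °C, 5% CO2. Step four: add ONE-Glo, wait 30 min, read luminescence.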
Starred values were filed as active, the others as inactive; ? = inconclusive; / = not tested or not shown; [ ] = another dose, or the depositor's remark. Unless noted, the call rests on the fitted dose curve; in most records, active means well fitted curve in the direction sought with a large enough effect; inconclusive means small, poorly fitted or top-dose-only effect, or another doubt; inactive means no such curve, though single readings can be large; an effect the other way counts as inactive or inconclusive.

nr	SMILES	ASM inhibitor	Chronic BCR inh	TSHR antag	Mito fusion yeast	a7 integrin act	ELG1 repair inh	Tb PFK block	TCR activator	A-T KAP1 phos	PTAP TSG101 blk	Eya2 inh
1	CC(C(=O)N1CCc2ccccc2C1)N(c1ccccc1)S(C)(=O)=O (stereo not drawn)	4%	-3%	10	0%	-21%	17%	2%	-12%	-5%	-1%	-1%
2	CC1=C(C(=O)Nc2ccccc2)C(c2cc(CN3CCOCC3)cs2)C2=C(CCCC2=O)N1 (stereo not drawn)	188%[activator]	1%	9	6%	-27%	12%	-3%	-2%	3%	0%	2%
3	CCOc1cc(C(=O)OCC(=O)Nc2cc(C)on2)ccc1OCC(C)C	-2%	1%	2	-1%	-11%	?	-7%	5%	-1%	2%	8%
4	Clc1ccc(-c2nc3ncccn3c2Cl)cc1	/	4%	-1	-5%	0%	?	-1%	-102%	4%	-3%	-4%
5	NCCCC[C@H]1CNC(=S)N1CCc1cccc(F)c1	0%	?	8	-4%	15%	7%	-3%	-5%	2%	-5%	11%
6	Cc1ccc(C(=O)Nc2ccc3c(c2)CCC3)cc1	-4%	?	-6	4%	8%	?	-1%	-12%	2%	-5%	-1%
7	CCOc1cccc2sc(N(CCN(C)C)C(=O)/C=C/c3cccs3)nc12	-16%	?	-9	-12%	-78%[inhibitor]	1%	-3%	-9%	22%	-4%	9%
8	COc1cc(C(=O)NCC(c2ccccc2)N(C)C)ccc1OCC(=O)N1CCOCC1 (stereo not drawn)	2%	0%	0	5%	3%	-1%	-2%	4%	-15%	-2%	6%
9	Cc1nn(C)cc1C(=O)Nc1ccccc1Br	3%	2%	8	-7%	-10%	9%	-27%	-1%[46.1 µM]	?	-4%	6%
10	Cn1cc([N+](=O)[O-])c(C(=O)N/N=C/c2cc3c(cc2Br)OCO3)n1	6%	?	-9	4%	13%	-13%	0%	0%	1%	-2%	-2%
11	O=C(NCCNC1CCC(c2ccccc2)CC1)c1cccs1 (stereo not drawn)	-1%	2%	1	13%	-69%[inhibitor]	7%	1%	4%	-3%	0%	-3%
12	C=CC[C@H](CC(=O)OC(C)(C)C)C(=O)OC[C@@H]1CCCN1C(=O)[C@@H](CC=C)CC(=O)NCCO	3%	?	-11	/	0%	5%	4%	-11%	4%	-5%	-27%
13	COc1ccc(N(C)S(=O)(=O)c2cccc3nsnc23)cc1	0%	-1%	-6	0%	?	3%	10%	0%	0%	1%	6%
14	COc1cc([C@H]2[C@@H]3CCCC[C@]3(O)CCN2CC(=O)Nc2ccc(C)cc2C)ccc1O	-2%	3%	-4	-5%	-15%	-19%	-3%	-4%	8%	-5%	17%
15	CN(C)c1ccc(C(C(=O)NCC2CCCO2)N(C(=O)c2snc(C(N)=O)c2N)c2ccc3c(c2)OCO3)cc1 (stereo not drawn)	16%	-1%	34	2%	4%	21µM*	-2%	-3%	0%	-5%	7%
16	COc1cc2cc(CCO)oc(=O)c2cc1OC	0%	2%	2	/	0%	?	1%	-1%	-2%	0%	9%
17	COc1ccc(OC2CCN(S(=O)(=O)c3ccc(OC)c(OC)c3)CC2)cc1	-1%	?	17	14%	-53%[inhibitor]	-24%	2%	1%	-6%	-1%	0%
18	COc1ccc(NC(=O)N2CCc3ccccc32)cc1	-1%	?	-8	-4%	2%	?	-18%	1%	2%	-6%	-6%
19	COc1ccc(NC(=O)Cc2ccc(Cl)cc2)cc1S(=O)(=O)N1CCCCC1	-3%	-10%	-39	-1%	22%	?	-4%	10%	9%	-3%	-7%
20	Cn1c(=O)[nH]c(=O)c2c1nc(NCc1ccco1)n2CCCc1ccccc1	3%	?	-9	-10%	-10%	?	-6%	2%	6%	-2%	6%
21	COc1ccc(CC(=O)N2CCN(c3ccccc3OC)CC2)cc1OC	2%	?	2	0%	-12%	-22%	2%	4%	4%	-2%	19%
22	O=C1CC(NS(=O)(=O)c2cccnc2)CN1c1cccc(F)c1 (stereo not drawn)	-2%	-15%	3	2%	6%	0%	-4%	-1%	15%	1%	-5%
23	COc1cc2c(cc1OC)CN(Cc1cc(=O)oc3cc(C)c(C)cc13)CC2	75%[activator]	0%	-7	-5%	39%	-22%	-4%	5%[46.1 µM]	2%	3%	0%
24	CCC(C)c1ccc(OCC(=O)O)cc1 (stereo not drawn)	2%	5%	10	8%	0%	26%	1%	/	0%	-3%	25%

Of the compounds above, these contain bromine:
nr	SMILES	ASM inhibitor	Chronic BCR inh	TSHR antag	Mito fusion yeast	a7 integrin act	ELG1 repair inh	Tb PFK block	TCR activator	A-T KAP1 phos	PTAP TSG101 blk	Eya2 inh
9	Cc1nn(C)cc1C(=O)Nc1ccccc1Br	3%	2%	8	-7%	-10%	9%	-27%	-1%[46.1 µM]	?	-4%	6%
10	Cn1cc([N+](=O)[O-])c(C(=O)N/N=C/c2cc3c(cc2Br)OCO3)n1	6%	?	-9	4%	13%	-13%	0%	0%	1%	-2%	-2%

Carrying on.
nr	SMILES	ASM inhibitor	Chronic BCR inh	TSHR antag	Mito fusion yeast	a7 integrin act	ELG1 repair inh	Tb PFK block	TCR activator	A-T KAP1 phos	PTAP TSG101 blk	Eya2 inh
25	CN1N=C2c3ccccc3CCC2C1c1ccc(F)cc1 (stereo not drawn)	-3%	-4%	31	-2%	-13%	?	-4%	7%	35%	-1%	18%
26	O=C(CSc1n[nH]c(-c2cccs2)n1)N1CCCc2ccccc21	1%	-4%	-3	8%	-55%[inhibitor]	3%	13%	5%	-8%	-11%	-22%
27	COc1ccc(-c2nnn(CC(=O)N(C3CCCC3)C(C)C(=O)NC3CCCC3)n2)cc1OC (stereo not drawn)	0%	3%	-7	4%	-34%[inhibitor]	-3%	2%	4%	16%	-1%	5%
28	COc1ccc(CCNC(=O)Nc2cccc([N+](=O)[O-])c2)cc1	-4%	7%	-9	3%	-5%	?	-1%	1%	2%	-6%	2%
29	CC(C)NC(=O)NC(=O)COC(=O)c1cccc(OC(F)F)c1	-5%	-15%	7	1%	24%	-2%	-4%	-2%	1%	-1%	5%
30	Cc1cc(OCC(=O)NC(Cc2ccc(Cl)cc2)C(=O)O)c2c(C)c(C)c(=O)oc2c1 (stereo not drawn)	8%	5%	-6	-1%	-6%	?	-8%	-3%	-4%	-5%	9%
31	O=C(Oc1ccc2c(=O)c(Cl)coc2c1)c1cccnc1	13%	-7%	-6	1%	-11%	?	-19%	1%	-6%	-7%	-10%
32	O=C(O)[C@H]1CC=C[C@H]2CCN(Cc3ccc(Cl)c(Cl)c3)C(=O)[C@@H]12	-5%	-1%	2	/	25%	15%	3%	-6%[46.1 µM]	14%	-2%	-3%
33	Cc1ccc(N2CCN(/N=C/c3ccccc3)CC2)cc1	0%	?	-5	24%	-15%	-1%	5%	-1%	0%	-6%	-27%
34	COc1ccc(Cn2c(=O)[nH]c3cc(C(=O)Nc4ccccc4C)ccc32)cc1	1%	0%	-5	3%	39%	-11%	1%	6%	4%	-2%	5%
35	CNC(=S)Nc1cccc(C(C)=O)c1	4%	7%	0	14%	22%	-7%	5%	5%	-3%	-2%	-1%

Single records, from the list above. Values in the order: ASM inhibitor	Chronic BCR inh	TSHR antag	Mito fusion yeast	a7 integrin act	ELG1 repair inh	Tb PFK block	TCR activator	A-T KAP1 phos	PTAP TSG101 blk	Eya2 inh
Listed for O=C(Oc1ccc2c(=O)c(Cl)coc2c1)c1cccnc1 : 13%	-7%	-6	1%	-11%	?	-19%	1%	-6%	-7%	-10%
Listed for CC(C)NC(=O)NC(=O)COC(=O)c1cccc(OC(F)F)c1 : -5%	-15%	7	1%	24%	-2%	-4%	-2%	1%	-1%	5%
Listed for O=C(CSc1n[nH]c(-c2cccs2)n1)N1CCCc2ccccc21 : 1%	-4%	-3	8%	-55%[inhibitor]	3%	13%	5%	-8%	-11%	-22%
